Source: PubChem BioAssay
Glyco luc inh – blocks N-linked glycosylation in D54 reporter cells; D54 ERlucT glycosylation luciferase reporter, 24 h; percent of 100 nM tunicamycin response; AID 588692; hit rate 0.23% among 360,000; reporter increase, % at 12.5 µM;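 active means mean luciferase reporter signal, scaled so untreated is 0 and the glycosylation-blocking control 100, at or above a set limit in every replicate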;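 further: luciferase carries N-glycosylation sites so blocking glycosylation raises the light; 0% = median of neutral control wells and 100% = median of 100 nM tunicamycin wells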
MC4R ag barr – activates human MC4R beta-arrestin recruitment | hit rate 0.98% among 360,000 | AID 540308 | activation, % at 8.9 µM | U2OS MC4R beta-arrestin complementation, luminescence; percent of melanotan II response, DMSO zero;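 active means activation above a per-plate cutoff, the mean activation of sample wells on that plate plus 3 SD, cut at about 8% in these data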
ABCB6 inh MLPCN – human ABCB6 transporter inhibition; Q9NP58; K562-ABCB6 porphyrin accumulation, flow cytometry, 1 h; stronger effect = lower value; fluorescence ratio to DMSO, % at 10 µM; hit rate 0.19% among 360,000;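 active means fluorescence ratio to DMSO below 75%, the collection mean minus 3 SD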;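 further: signal is porphyrin accumulated inside mitochondria; 100% equals median channel fluorescence of DMSO control wells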
Target sequence (Q9NP58 whole entry, looked up): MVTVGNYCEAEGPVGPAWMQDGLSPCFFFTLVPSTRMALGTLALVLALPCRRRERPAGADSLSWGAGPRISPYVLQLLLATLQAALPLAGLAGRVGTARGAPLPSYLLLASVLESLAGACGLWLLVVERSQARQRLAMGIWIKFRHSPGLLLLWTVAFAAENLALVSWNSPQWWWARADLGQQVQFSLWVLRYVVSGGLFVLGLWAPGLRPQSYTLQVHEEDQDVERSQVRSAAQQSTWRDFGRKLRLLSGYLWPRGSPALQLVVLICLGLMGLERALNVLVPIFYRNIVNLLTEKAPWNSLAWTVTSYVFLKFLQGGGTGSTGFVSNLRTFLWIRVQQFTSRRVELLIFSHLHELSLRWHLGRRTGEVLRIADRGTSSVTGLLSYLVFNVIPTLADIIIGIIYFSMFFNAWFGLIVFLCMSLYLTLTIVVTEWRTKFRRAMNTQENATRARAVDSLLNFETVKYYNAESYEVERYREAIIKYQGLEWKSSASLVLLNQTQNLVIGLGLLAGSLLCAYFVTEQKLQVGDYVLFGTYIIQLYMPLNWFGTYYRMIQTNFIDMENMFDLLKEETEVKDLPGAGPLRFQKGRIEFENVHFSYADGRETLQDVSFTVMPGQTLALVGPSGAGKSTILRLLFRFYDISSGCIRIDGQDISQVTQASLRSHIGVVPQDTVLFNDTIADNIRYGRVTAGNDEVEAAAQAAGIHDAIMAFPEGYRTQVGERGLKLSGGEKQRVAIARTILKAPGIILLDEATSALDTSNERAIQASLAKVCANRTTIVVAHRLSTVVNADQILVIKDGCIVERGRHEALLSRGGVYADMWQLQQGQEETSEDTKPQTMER
NOD2 RIPK2 PPI – NOD2-RIPK2 protein interaction inhibition; AID 624267; inhibition, % at 4.98 µM; hit rate 0.38% among 360,000; O43353; CHO BLA complementation NOD2-RIPK2, CCF4 ratio; in the data active means inhibition above about 21%;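 further: 0% = vehicle only and 100% = reference blocker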
ABHD5-PLIN5 inh – blocks binding of human ABHD5 to perilipin-5 | inhibition, % at 4 µM | Q00G26+Q8WTS1 | hit rate 0.78% among 360,000 | Split G. princeps luciferase complementation, luminescence, 4 h;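 active means inhibition above the mean inhibition across every tested compound plus 3 SD, cut at about 22% in these data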;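 further: 0% = DMSO only wells and the 100% control is not disclosed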
TLR9-MyD88 inh – blocks human TLR9 binding to MyD88; Q9NR96+Q99836; CHO BLA complementation TLR9-MyD88, CCF4 FRET ratio; inhibition, % at 4.98 µM; hit rate 0.21% among 340,000;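 active means inhibition above the mean over all tested compounds plus 3 SD, cut at about 21% in these data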;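 further: 0% = DMSO only wells and 100% = clavulanate BLA inhibitor control wells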
MC4R antag cAMP – human MC4R antagonism in cAMP assay. P32245. MC4R-expressing cells, MTII-stimulated cAMP, LANCE TR-FRET. inhibition, % at 6.5 µM. hit rate 0.48% among 360,000. AID 540295;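 active means inhibition above its plate's cutoff, the mean of tested wells on that plate plus 3 SD, cut at about 29% in these data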;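 further: 0% = Melanotan II alone and 100% = Melanotan II plus saturating MCL0020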
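System: U2OS cells stably expressing human melanocortin 4 receptor (MC4R). Reagent: Melanotan II challenge after compound preincubation. Doses: 6.5 µM. Times: 30-min compound, 1-h challenge, 1-h detection, room temperature. Measured by: TR-FRET with Eu-cAMP and labeled anti-cAMP, 671 nm. Replicates: singlicate.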
aDG glyco act – increases alpha dystroglycan glycosylation. Pro5-aDG cells, alpha-DG glycosylation AlphaScreen (IIH6); 0% Pro5, 100% B10-LARGE cell signal. hit rate 0.22% among 360,000. AID 624168. activation, % at 10 µM;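 active means activation of at least 8% versus controls, or a plate z-score of at least 8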;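 further: Pro5 are CHO cells carrying HIG-tagged alpha-DG that lacks glycosylation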
Vif inh – HIV Vif inhibition; HEK293T cells, Vif self-association by quenched fluorescence, imaging, 24 h; inhibition, % at 7.49 µM; hit rate 0.35% among 340,000; in the data active means inhibition above about 50%, passing the limit was not always enough; further: some results filed as inactive read as strong as hits
Exocytosis inh – lytic granule exocytosis inhibition. TALL-104 LAMP-1 surface exposure, flow cytometry; cells stimulated with thapsigargin and PMA. AID 651702. hit rate 0.66% among 360,000. inhibition, % at 10 µM;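 active means inhibition above about 55%, limit read from the data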
* = called active by the depositor. This is a subset; the hit share may differ from the screen's.

Results for O=C(NCCO)c1cccc(-c2ccc3nncn3c2)c1 ?
Glyco luc inh: 0.7; MC4R ag barr: -1.1; ABCB6 inh MLPCN: 94.0; NOD2 RIPK2 PPI: 4.1; ABHD5-PLIN5 inh: -1.5; MC4R antag cAMP: 5.0; aDG glyco act: -0.3; Vif inh: -2.8; Exocytosis inh: 10.8

Results for CC(=O)N(Cc1ccc2c(c1)OCO2)C1CC(=O)N(CCc2ccccc2)C1=O (configuration not stated) ?
Glyco luc inh: 1.2; MC4R ag barr: -1.5; ABCB6 inh MLPCN: 113.0; NOD2 RIPK2 PPI: -3.1; ABHD5-PLIN5 inh: 0.2; TLR9-MyD88 inh: -3.5; MC4R antag cAMP: 4.4; aDG glyco act: 0.0; Vif inh: 1.9; Exocytosis inh: -1.1

Results for COc1ccccc1NC(=O)CCCCCN1C(=O)c2cccc3cccc(c23)C1=O ?
Glyco luc inh: 2.3; MC4R ag barr: 5.1; ABCB6 inh MLPCN: 94.0; NOD2 RIPK2 PPI: -0.4; ABHD5-PLIN5 inh: 0.4; TLR9-MyD88 inh: -8.6; MC4R antag cAMP: 6.5; aDG glyco act: 0.1; Vif inh: -6.7; Exocytosis inh: 19.4

How did CC(C)COc1ccc(CNC(=S)Nc2ccccc2)cc1Cl do in these assays?
Glyco luc inh: -2.0; MC4R ag barr: 2.8; ABCB6 inh MLPCN: 96.0; NOD2 RIPK2 PPI: 6.8; ABHD5-PLIN5 inh: -4.6; TLR9-MyD88 inh: 0.3; MC4R antag cAMP: 13.7; aDG glyco act: -0.1; Vif inh: -3.2; Exocytosis inh: 5.2

What do the screens show for `O=C(NN=C1CCCC1)c1ccccc1O`?
Glyco luc inh: -2.9; MC4R ag barr: -1.3; ABCB6 inh MLPCN: 98.0; NOD2 RIPK2 PPI: 3.6; ABHD5-PLIN5 inh: -2.1; TLR9-MyD88 inh: -8.8; MC4R antag cAMP: 9.8; aDG glyco act: -0.1; Vif inh: -6.5; Exocytosis inh: -10.2

How did Cc1c(N(C(=O)c2cc(=O)[nH]c3ccccc23)C(C)C)c(=O)n(-c2ccccc2)n1C do in these assays?
Glyco luc inh: 2.3; MC4R ag barr: 0.2; ABCB6 inh MLPCN: 100.0; NOD2 RIPK2 PPI: -7.8; ABHD5-PLIN5 inh: 3.2; TLR9-MyD88 inh: -0.3; MC4R antag cAMP: -1.3; aDG glyco act: 0.4; Vif inh: -1.5; Exocytosis inh: 2.8

What do the screens show for `COC(=O)C1=C(C(=O)OC)[C@@H]2N(C)c3ccccc3[C@@]23C[C@@H](CO)N(C(=O)c2cccs2)C3=N1`?
Glyco luc inh: 3.5; MC4R ag barr: 1.5; ABCB6 inh MLPCN: 101.0; NOD2 RIPK2 PPI: 6.2; ABHD5-PLIN5 inh: 2.9; TLR9-MyD88 inh: 4.4; MC4R antag cAMP: 4.3; aDG glyco act: 0.1; Vif inh: 12.8; Exocytosis inh: 12.8

How did COc1ccc([N+](=O)[O-])cc1NC(=O)c1ccccc1N(C)S(C)(=O)=O do in these assays?
Glyco luc inh: 2.9; MC4R ag barr: -0.5; ABCB6 inh MLPCN: 103.0; NOD2 RIPK2 PPI: -2.9; ABHD5-PLIN5 inh: -8.4; TLR9-MyD88 inh: -11.7; MC4R antag cAMP: 17.9; aDG glyco act: -0.2; Exocytosis inh: 8.2

What do the screens show for `Cc1cc2nnc(SCC(=O)NCc3cccs3)n2c(N)n1`?
Glyco luc inh: 0.1; MC4R ag barr: 0.0; ABCB6 inh MLPCN: 105.0; NOD2 RIPK2 PPI: 2.7; ABHD5-PLIN5 inh: -2.5; TLR9-MyD88 inh: 0.6; MC4R antag cAMP: 10.0; aDG glyco act: 0.1; Vif inh: -4.2; Exocytosis inh: 0.3

What do the screens show for `CC(C)c1onc(C(=O)N2CCCCCC2)c1[N+](=O)[O-]`?
Glyco luc inh: -2.0; MC4R ag barr: -1.0; ABCB6 inh MLPCN: 104.0; NOD2 RIPK2 PPI: -8.2; ABHD5-PLIN5 inh: -4.0; TLR9-MyD88 inh: -3.0; MC4R antag cAMP: -8.4; aDG glyco act: 0.2; Vif inh: 3.3; Exocytosis inh: 3.7

What do the screens show for `Cc1nnc(N(C)C(=O)c2cccnc2)s1`?
Glyco luc inh: 2.2; MC4R ag barr: 2.4; ABCB6 inh MLPCN: 103.0; NOD2 RIPK2 PPI: 6.9; ABHD5-PLIN5 inh: 6.7; TLR9-MyD88 inh: -8.2; MC4R antag cAMP: 1.6; aDG glyco act: 0.2; Exocytosis inh: -2.9

Results for CCn1c(=NC(=O)CS(=O)(=O)c2ccccc2)sc2cccc(OC)c21 ?
Glyco luc inh: -3.6; MC4R ag barr: -0.9; ABCB6 inh MLPCN: 90.0; NOD2 RIPK2 PPI: -13.6; ABHD5-PLIN5 inh: 1.0; TLR9-MyD88 inh: -1.5; MC4R antag cAMP: -4.8; aDG glyco act: 0.3; Vif inh: -11.6; Exocytosis inh: 5.9

Results for Cc1ccc(NC(=O)NCC2CC2(Cl)Cl)cc1 (configuration not stated) ?
Glyco luc inh: -2.6; MC4R ag barr: -0.9; ABCB6 inh MLPCN: 102.0; NOD2 RIPK2 PPI: 3.9; ABHD5-PLIN5 inh: -7.5; TLR9-MyD88 inh: -11.5; MC4R antag cAMP: 12.5; aDG glyco act: -0.1; Vif inh: 0.3; Exocytosis inh: -1.7

How did O=C(NCC1CCCO1)Nc1cccc(Cl)c1 (configuration not stated) do in these assays?
Glyco luc inh: 2.9; MC4R ag barr: -1.6; ABCB6 inh MLPCN: 96.0; NOD2 RIPK2 PPI: -6.0; ABHD5-PLIN5 inh: -1.8; TLR9-MyD88 inh: 7.5; MC4R antag cAMP: 9.9; aDG glyco act: 0.2; Vif inh: 1.1; Exocytosis inh: -1.2

How did Cc1csc(SCC(=O)Nc2ccc3[nH]c(=O)[nH]c3c2)n1 do in these assays?
Glyco luc inh: 1.9; MC4R ag barr: -1.4; ABCB6 inh MLPCN: 102.0; NOD2 RIPK2 PPI: -4.8; ABHD5-PLIN5 inh: 1.9; TLR9-MyD88 inh: -0.6; MC4R antag cAMP: 5.7; aDG glyco act: 0.0; Vif inh: 15.4; Exocytosis inh: -0.1

Results for CC1(C)Cc2ccccc2C(=NCC(=O)O)N1 ?
Glyco luc inh: 2.4; MC4R ag barr: 0.1; ABCB6 inh MLPCN: 104.0; NOD2 RIPK2 PPI: 0.2; ABHD5-PLIN5 inh: -6.9; TLR9-MyD88 inh: -8.3; MC4R antag cAMP: 22.5; aDG glyco act: 0.7; Vif inh: -2.8; Exocytosis inh: -5.8

How did CCN(CC)CCN1C(=O)C2C(C(=O)Nc3cc(C)cc(C)c3)C3C=CC2(O3)C1C(=O)NC1CCCCC1 (configuration not stated) do in these assays?
Glyco luc inh: 0.1; MC4R ag barr: -0.5; ABCB6 inh MLPCN: 96.0; NOD2 RIPK2 PPI: 3.0; ABHD5-PLIN5 inh: 0.7; TLR9-MyD88 inh: -6.2; MC4R antag cAMP: 11.6; aDG glyco act: -0.1; Vif inh: -7.6; Exocytosis inh: -5.7

What do the screens show for `Cc1cc(S(=O)(=O)N(Cc2ccccc2)Cc2ccc(N(C)C)cc2)ccc1-n1cnnn1`?
Glyco luc inh: -5.6; MC4R ag barr: -0.1; ABCB6 inh MLPCN: 90.0; NOD2 RIPK2 PPI: -3.2; ABHD5-PLIN5 inh: 5.0; TLR9-MyD88 inh: -4.6; MC4R antag cAMP: 2.2; aDG glyco act: -0.6; Vif inh: -7.7; Exocytosis inh: 3.0

What do the screens show for `CCOC(=O)C1=C(COC(=O)[C@@H](NC(=O)c2cccc(C)c2)C(C)C)NC(=O)NC1C` (some centres not stated)?
Glyco luc inh: -0.1; MC4R ag barr: -0.8; ABCB6 inh MLPCN: 99.0; NOD2 RIPK2 PPI: -6.5; ABHD5-PLIN5 inh: 4.2; TLR9-MyD88 inh: -6.2; MC4R antag cAMP: 3.3; aDG glyco act: -0.1; Vif inh: -16.7; Exocytosis inh: 0.5

Results for Fc1ccc(C2CCCN2Cc2nc(CC3CC3)no2)cc1 (configuration not stated) ?
Glyco luc inh: -0.3; MC4R ag barr: -0.5; ABCB6 inh MLPCN: 96.0; NOD2 RIPK2 PPI: -0.2; ABHD5-PLIN5 inh: -6.5; TLR9-MyD88 inh: 3.5; MC4R antag cAMP: 1.3; aDG glyco act: -0.1; Vif inh: -6.4; Exocytosis inh: -0.5

Results for CCOc1cccc(CNc2ccc(O)cc2)c1OCc1ccc(Cl)cc1 ?
Glyco luc inh: 4.4; MC4R ag barr: -2.1; ABCB6 inh MLPCN: 108.0; NOD2 RIPK2 PPI: -1.5; ABHD5-PLIN5 inh: -97.5; TLR9-MyD88 inh: -1.3; MC4R antag cAMP: 9.2; aDG glyco act: 1.7; Vif inh: 8.2; Exocytosis inh: 5.4

Results for COc1ccc2[nH]c3c(=O)n(Cc4ccc(C(=O)N5CCCC5)cc4)c(=S)[nH]c3c2c1 ?
Glyco luc inh: 1.5; MC4R ag barr: -3.0; ABCB6 inh MLPCN: 98.0; NOD2 RIPK2 PPI: 8.9; ABHD5-PLIN5 inh: -5.1; TLR9-MyD88 inh: -4.8; MC4R antag cAMP: 12.8; aDG glyco act: -0.1; Vif inh: -3.2; Exocytosis inh: 6.4

Results for Cc1onc(COc2ccccc2O)c1Br ?
Glyco luc inh: 0.3; MC4R ag barr: -0.8; ABCB6 inh MLPCN: 91.0; NOD2 RIPK2 PPI: -9.9; ABHD5-PLIN5 inh: 1.7; TLR9-MyD88 inh: -3.8; MC4R antag cAMP: 6.1; aDG glyco act: -0.2; Vif inh: 1.7; Exocytosis inh: 4.2

What do the screens show for `Cc1noc(NS(=O)(=O)c2ccc(NC(=O)CC34CC5CC(CC(Br)(C5)C3)C4)cc2)c1C`?
Glyco luc inh: -3.1; MC4R ag barr: 2.0; ABCB6 inh MLPCN: 101.0; NOD2 RIPK2 PPI: -0.4; ABHD5-PLIN5 inh: 5.1; TLR9-MyD88 inh: -3.8; MC4R antag cAMP: 6.0; aDG glyco act: -0.1; Vif inh: -1.7; Exocytosis inh: -0.2

How did Cc1ccc(Nc2nc(N)c([N+](=O)[O-])c(NCCO)n2)cc1C do in these assays?
Glyco luc inh: 1.5; MC4R ag barr: 0.7; ABCB6 inh MLPCN: 102.0; NOD2 RIPK2 PPI: -4.5; ABHD5-PLIN5 inh: 1.4; TLR9-MyD88 inh: -8.4; MC4R antag cAMP: 3.7; aDG glyco act: 0.0; Vif inh: 18.1; Exocytosis inh: 0.9

What do the screens show for `O=C(c1ccco1)N1CCN(C(=O)C23CC4CC(CC(C4)C2)C3)CC1`?
Glyco luc inh: -2.3; MC4R ag barr: -0.7; ABCB6 inh MLPCN: 83.0; NOD2 RIPK2 PPI: -8.3; ABHD5-PLIN5 inh: -0.4; TLR9-MyD88 inh: -4.8; MC4R antag cAMP: 1.3; aDG glyco act: 0.0; Vif inh: -5.8; Exocytosis inh: -2.0
